Pyk2 oligo antag: antagonists of Pyk2 self-association, primary screen, Q293 cells, FERM NanoBiT luminescence, HTS; z-score (the deposit names both 25 µM and 10 µM); stronger effect = lower value; AID 1347419, 2020; 0.83% of 99,000 active; Protein-tyrosine kinase 2-beta (Homo sapiens), Q14289;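 active = Z-score of -3 or lower, scaled per plate to the spread of control and sample wells; inactive = z-score above -3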;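 note: negative z-score means lost luminescence so less FERM oligomerization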
Ecoli WT expand: growth inhibitors of wild-type E. coli, primary screen, strain BW25113, expanded library, OD600; OD600 absorbance; growth inhibition, % at 100 µM; 0.15% of 98,000 active; AID 710, 2007;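 active = growth inhibition above about 50% at one test dose, limit read from the data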;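 note: growth measured after 20 h incubation at 37 °C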
CYP2C19 inh: blockers of cytochrome P450 2C19 activity – biochemical, luminescence, ADME assay, primary screen; P33261; CYP2C19 Supersomes, luciferin-H EGE luminescence, 30 min; inhibition, % at 5 µM; 21% of 96,000 active;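 active = CYP2C19 inhibition above a set limit at 5 µM in the primary screen, cut at about 50% in these data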;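 note: plate controls were negative control wells for no effect and 2.5 mM tranylcypromine positive control for full effect; values of inactives mirror those of a sister screen read the other way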
Target sequence (P33261 whole entry, looked up): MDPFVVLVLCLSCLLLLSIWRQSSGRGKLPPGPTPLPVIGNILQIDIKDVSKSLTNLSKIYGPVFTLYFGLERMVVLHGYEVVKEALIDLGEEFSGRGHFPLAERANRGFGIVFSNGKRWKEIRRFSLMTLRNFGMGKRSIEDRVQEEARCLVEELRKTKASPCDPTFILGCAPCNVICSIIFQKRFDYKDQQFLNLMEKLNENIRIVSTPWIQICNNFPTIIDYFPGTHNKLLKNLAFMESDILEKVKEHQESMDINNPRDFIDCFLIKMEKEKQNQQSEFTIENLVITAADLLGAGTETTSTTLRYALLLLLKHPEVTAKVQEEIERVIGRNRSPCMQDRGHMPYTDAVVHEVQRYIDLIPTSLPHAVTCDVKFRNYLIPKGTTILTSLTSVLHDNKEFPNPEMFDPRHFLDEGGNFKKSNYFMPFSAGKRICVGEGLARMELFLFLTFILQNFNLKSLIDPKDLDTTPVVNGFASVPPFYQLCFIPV
EphB4 ephrin blk: EphB4-ephrin-B2 interaction antagonists, primary screen, biochemical, TNYL-RAW peptide probe, fluorescence polarization; Ephrin type-B receptor 4 (Homo sapiens), P54760; EphB4 LBD / TNYL-RAW-Alexa532 peptide; inhibition, % at 7 µM; 0.15% of 97,000 active; AID 720, 2007;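 active = inhibition above the screen-wide mean inhibition plus 3 SD, cut at about 15% in these data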;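 note: 0% = DMSO wells and 100% = excess unlabeled TNYL-RAW peptide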
CYP2C9 activ: human CYP2C9 activators, primary screen, biochemical, luminescence; recombinant CYP2C9, luciferin-H conversion; stronger effect = higher value; factor 1 = untreated enzyme, 0 = blocked; activation factor at 5 µM; 1.4% of 96,000 active;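 active = activation factor of 2 or more for CYP2C9 at a 5 µM dose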;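 note: 0 = sulfaphenazole-blocked wells and 1 = vehicle-only wells; values of inactives mirror those of a sister screen read the other way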
PostGolgi yeast: phenotypic screen on post-Golgi transport, primary screen; post-Golgi transport phenotypic cell assay; inhibition, % at 10 µM; 0.9% of 98,000 active; AID 739, 2007; in the data active = inhibition above about 30%;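 note: yeast cells grown in 1536-well plates; yeast grown about 18 h at 30C before absorbance read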
CYP2C9 inh: blockers of cytochrome P450 2C9 activity – biochemical, luminescence, ADME assay, primary screen; P11712; CYP2C9 Supersomes, luciferin-H conversion; inhibition, % at 5 µM; 20% of 96,000 active; AID 777, 2007;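 active = blocking of liver enzyme CYP2C9 beyond about 50% at 5 µM, limit read from the data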; note: values of inactives mirror those of a sister screen read the other way
CYP2C19 act: human CYP2C19 activators, primary screen, biochemical, luminescence | Cytochrome P450 2C19 (Homo sapiens), P33261 | recombinant CYP2C19, luciferin-H EGE luminescence; stronger effect = higher value; 0 = fully inhibited enzyme, 1 = untreated enzyme | activation factor at 5 µM | 96,000 tested, under 10 active;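 active = activation factor of at least 2 at 5 µM in the primary screen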;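 note: 0 = wells with 2.5 mM tranylcypromine and 1 = vehicle-only wells; values of inactives mirror those of a sister screen read the other way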
PLAP activator: PLAP enzyme activators, biochemical, luminescence, HTS | AID 696, 2007 | purified PLAP enzyme, luminescent substrate read-out; stronger effect = higher value | activation fold at 20 µM | 1.2% of 96,000 active | Alkaline phosphatase, placental type (Homo sapiens), P05187; in the data active = activation fold above about 2
Target sequence (P05187 whole entry, looked up): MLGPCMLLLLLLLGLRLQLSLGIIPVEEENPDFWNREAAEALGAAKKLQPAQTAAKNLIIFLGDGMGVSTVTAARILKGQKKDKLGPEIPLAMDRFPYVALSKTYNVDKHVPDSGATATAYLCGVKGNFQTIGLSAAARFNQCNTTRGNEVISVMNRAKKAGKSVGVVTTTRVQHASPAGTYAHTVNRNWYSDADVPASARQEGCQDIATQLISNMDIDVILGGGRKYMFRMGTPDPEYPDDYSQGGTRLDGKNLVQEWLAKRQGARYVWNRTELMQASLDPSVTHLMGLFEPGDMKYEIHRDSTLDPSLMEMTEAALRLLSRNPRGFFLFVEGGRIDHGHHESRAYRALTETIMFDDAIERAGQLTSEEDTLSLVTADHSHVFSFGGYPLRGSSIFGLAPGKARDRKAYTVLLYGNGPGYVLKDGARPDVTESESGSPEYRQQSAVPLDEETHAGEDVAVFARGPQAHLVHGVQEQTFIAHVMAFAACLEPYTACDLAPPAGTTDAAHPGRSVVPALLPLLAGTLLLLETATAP
* hit, by the source's call; . = no result given.

SMILES	Pyk2 oligo antag	Ecoli WT expand	CYP2C19 inh	EphB4 ephrin blk	CYP2C9 activ	PostGolgi yeast	CYP2C9 inh	CYP2C19 act	PLAP activator
Cc1cc(/C=C2\SC(N)=NC2=O)c(C)n1-c1ccccc1	-0.01	-7	-14	0	1.4	9	-41	1.1	0.9
Cc1cc(C(C)(C)C)oc1C(=O)N(CC(=O)NC1CCCC1)Cc1ccc(F)cc1	0.16	-7	30	-5	1.1	-4	-9	0.7	0.9
CCn1c(SCC(=O)N2CCN(c3ccc(F)cc3)CC2)nc2ccccc2c1=O	-0.53	-4	63*	-1	0.4	2	59*	0.4	1.1
COC(=O)c1cc(S(=O)(=O)n2nc(C)c(Br)c2C)c(Cl)cc1Cl	0.9	-6	73*	2	0.7	5	27	0.3	1
Cc1cc(NCCNC2=CC(=O)CCC2)nc2ccccc12	-1.4	2	.	-1	.	1	.	.	.
C=CCN1C(=O)C(O)(CC(=O)c2c(C)n[nH]c2C)c2cc(Br)ccc21 (stereo not drawn)	0.3	3	49	-5	0.9	6	10	0.5	1
O=C(COc1ccc(Cl)cc1)Nc1ccc(C(=O)NCc2cccnc2)cc1	-0.49	-2	18	-1	0.8	7	23	0.8	0.8
O=C(CN1C(=O)CSC1=O)Nc1ccc2c(c1)OCCO2	0.91	-3	-6	0	1	-2	2	1.1	1
Cc1ccc2nc3c(cc(C(=O)NCc4cccnc4)c(=N)n3C(C)C)c(=O)n2c1	.	.	14	.	0.8	.	22	0.9	1
CC1Cc2ccccc2N1C(=O)CCS(=O)(=O)c1cccc2nonc12 (stereo not drawn)	-0.39	1	15	.	1.6	17	-64	0.9	0.9
Cc1ccc(NC(=O)c2oc3ccccc3c2NC(=O)c2ccc3c(c2)OCO3)cc1	-1.2	-3	-12	-7	0.5	5	51*	1.1	1.2
CS(=O)(=O)N(CC(=O)N1CCN(C(c2ccccc2)c2ccccc2)CC1)C1CCCCC1	-0.1	-14	6	3	0.8	-4	21	0.9	1.8
O=C(COc1ccccc1)N(Cc1cc2ccccc2[nH]c1=O)CC1CCCO1 (stereo not drawn)	0.09	-5	7	.	0.7	-5	32	0.9	1.1
C=CCNC(=O)c1sc(=S)n(-c2ccc(C(=O)OCC)cc2)c1N	0.76	7	16	.	0.4	-3	56*	0.8	1.2
CSCCC1NC(=O)N(CC(=O)Nc2cccc3ccccc23)C1=O (stereo not drawn)	-0.98	1	10	2	1.3	-1	-32	0.9	1.2
Cc1ccc(-n2c(=O)[nH]cc(C(=O)Nc3ccc4c(c3)OCO4)c2=O)cc1C	.	.	-16	.	1.4	.	-38	1.2	1
CC(C)CC(=O)NC(Nc1ccccc1F)C(Cl)(Cl)Cl (stereo not drawn)	-0.51	15	52*	6	0.4	-2	58*	0.5	1
COc1ccc(-c2cc3c(=O)n(CC(=O)NC4CCN(Cc5ccccc5)CC4)ncn3n2)cc1	0.57	-5	1	-8	0.6	5	35	1	0.8
Cc1cc(C)c2c(=O)[nH]c(=O)n(Cc3ccccc3)c2n1	-0.97	-5	-4	9	0.9	8	5	1	1
CCOC(=O)Nc1c(O)ccc2oc(C)c(-c3ccccc3)c12	-1.3	2	21	-2	0.8	12	24	0.8	1
Cc1cc(C)n2nc(NCc3cccc(Br)c3)nc2n1	-0.2	11	64*	4	0.7	8	25	0.4	1.1
COc1ccccc1N1CCN(C(=O)c2sc3nc(-c4ccccc4)cn3c2C)CC1	-1.3	-13	30	-4	0.2	4	80*	0.7	1.4
OCCCc1nc2ccccc2n1CCc1ccccc1	-0.42	-5	.	-2	.	5	.	.	.
O=C(COc1ncnc2cc([N+](=O)[O-])ccc12)NCc1ccc2c(c1)OCO2	0.87	4	-29	-5	0.9	-2	6	1.3	0.9
Cc1ccccc1-n1ncc2c(SCC(=O)NCc3cccs3)ncnc21	0.93	-7	11	-3	0.7	-20	34	0.9	1.3
c1ccc(C2Nc3ccccc3-c3nc4ccccc4n32)cc1 (stereo not drawn)	-0.88	4	47	-10	0.3	0	71*	0.5	0.7
O=S(=O)(c1ccccc1)c1nc(-c2ccco2)oc1NCCCn1ccnc1	0.56	23	100*	5	0	-22	99*	0	1.6
Cc1cc(C)n(C(=O)c2ccc(C)c(S(=O)(=O)N3CCCCC3)c2)n1	0.58	1	91*	6	0.1	7	91*	0.1	1.3
CCc1ccc(NC(=O)c2ccc3ncsc3c2)cc1	.	-6	-2	6	1.6	14	-57	1	0.9
CCN(CC)C(=O)C1CC(=O)N(c2ccc(F)c(Cl)c2)C1 (stereo not drawn)	0.99	0	-2	-4	1.1	6	-11	1	1

Record cards (already shown). Values in the order: Pyk2 oligo antag, Ecoli WT expand, CYP2C19 inh, EphB4 ephrin blk, CYP2C9 activ, PostGolgi yeast, CYP2C9 inh, CYP2C19 act, PLAP activator
O=S(=O)(c1ccccc1)c1nc(-c2ccco2)oc1NCCCn1ccnc1 is entered as 0.56, 23, 100*, 5, 0, -22, 99*, 0, 1.6
COc1ccccc1N1CCN(C(=O)c2sc3nc(-c4ccccc4)cn3c2C)CC1 is entered as -1.3, -13, 30, -4, 0.2, 4, 80*, 0.7, 1.4
Cc1cc(C)n2nc(NCc3cccc(Br)c3)nc2n1 is entered as -0.2, 11, 64*, 4, 0.7, 8, 25, 0.4, 1.1

The results go on:
SMILES	Pyk2 oligo antag	Ecoli WT expand	CYP2C19 inh	EphB4 ephrin blk	CYP2C9 activ	PostGolgi yeast	CYP2C9 inh	CYP2C19 act	PLAP activator
Cc1ccc(C(=O)N2CCN(Cc3ccc4c(c3)OCO4)CC2)o1	0.54	9	50	4	0.6	19	42	0.5	1
Cc1ccc(S(=O)(=O)Oc2ccc(/C=C3\N=C(c4cccc(C)c4)OC3=O)cc2)cc1	0.35	-11	4	2	0.7	2	26	1	1.2
COc1ccc(C)cc1S(=O)(=O)N(CC(=O)Nc1cccc([N+](=O)[O-])c1)c1cc(C)cc(C)c1	-1.6	-8	-2	0	0.1	-2	93*	1	0.9
Cc1ccc(NC(=O)CCC(=O)OCCCC(F)(F)C(F)(F)F)cc1	0.6	6	27	6	0.7	-1	28	0.7	1
CN(C)/C=N/c1c(C#N)cnn1-c1nc2ccccc2s1	-0.35	-6	8	.	1.2	0	-17	0.9	0.8
COC(=O)c1ccc(CN(c2ccccc2OC)S(=O)(=O)c2cccs2)o1	-1.7	0	98*	3	0.1	-7	95*	0	0.8
CC1CCCC(NS(=O)(=O)c2ccc3c(c2)OCCO3)C1C (stereo not drawn)	-1.2	8	97*	-12	0.4	-7	61*	0	0.9
COCCCNC(=S)NNC(=O)c1ccc2c(c1)OCO2	0.14	1	-10	-8	1	21	1	1.1	2.2*
CCCCCOC(=O)CSc1nc2c(c(=O)[nH]c(=O)n2C)n1Cc1ccc(Cl)cc1	.	-7	12	2	0.7	-4	34	0.9	1
COc1ccc2c(c1)C(c1ccc([N+](=O)[O-])cc1)=NNC(c1ccco1)=N2	0.2	-6	36	1	0.7	-2	26	0.6	1
CCc1ccccc1NC(=O)c1nnn(CC(=O)Nc2ccccc2C)c1N	-0.84	5	13	-6	1.3	-7	-30	0.9	1.1
O=C(NCCCN1CCN(CCCNC(=O)c2ccc3c(c2)OCO3)CC1)c1ccc2c(c1)OCO2	-0.38	4	14	-9	0.8	8	18	0.9	1.3
Cc1ccc(C(=O)CSc2nnc(Cn3nnc4ccccc43)n2C)cc1	0.69	5	14	-2	0.8	-4	21	0.9	0.6
COC(=O)CCc1c(C)[nH]c(=S)[nH]c1=O	0.29	3	-1	5	1.1	-4	-5	1	0.9
Cc1ccc(-c2csc(N3CCC(NS(=O)(=O)c4ccc5c(c4)OCCO5)CC3)n2)cc1	-0.08	-11	47	2	0.4	-2	63*	0.5	1.2
O=C(NC(Cc1c[nH]c2ccccc12)C(=O)O)c1ccccc1 (stereo not drawn)	0.54	0	7	0	0.7	8	34	0.9	1.1
COCCCNC(=O)Cn1ncc2c(=O)oc3ccccc3c21	1.3	-4	3	0	1.1	-4	-10	1	1.3
Cc1csc(NC(=O)c2cc3c(s2)CCC3)n1	0.37	9	28	3	0.7	0	28	0.7	0.9
COc1ccc(S(=O)(=O)c2ccc(OC)cc2)cc1	-1.6	3	99*	2	1.3	0	-34	0	0.9
COC(=O)c1c(S(N)(=O)=O)c2ccccc2n1C	0.16	4	0	-9	1.6	4	-59	1	0.9
CCOC(=O)c1cnn(-c2ccccn2)c1N	-0.31	13	-3	-1	0.9	-1	11	1	1.1
Cc1ccc(S(=O)(=O)Nc2cc(C(=O)O)ccc2N2CCCCC2)cc1	0.92	-3	-5	1	0.6	-4	45	1.1	1.2
CC1CC(C)CN(CCCNC(=O)Cn2ncc3c(=O)oc4ccccc4c32)C1 (stereo not drawn)	.	8	5	-5	0.8	2	20	0.9	1.3
CCCCc1nnc(NC(=O)C(C)Sc2nc(N)cc(=O)[nH]2)s1 (stereo not drawn)	0.2	11	6	2	0.7	-4	28	0.9	1.9
Cc1ccc(-n2ncc3c(NCC4CCCO4)ncnc32)c(C)c1 (stereo not drawn)	-0.62	6	4	4	1	4	-2	1	1
O=C(CSc1nnc2c3ccccc3c3ccccc3c2n1)Nc1ccccc1	.	-3	30	-2	0.6	-9	37	0.7	0.9
COC(=O)CN(C(=S)Nc1ccc(F)cc1)C1CC(=O)N(c2ccc(OC)cc2)C1=O (stereo not drawn)	0.31	2	93*	-1	0.4	-1	62*	0.1	1.5
O=C(OC1CCOC1=O)c1ccc(-c2nc3ccccc3s2)s1 (stereo not drawn)	0.36	-3	11	-4	1	-10	5	0.9	1
CCC(=O)Nc1ccccc1Nc1cc(C#N)c(C#N)cc1[N+](=O)[O-]	-0.61	.	69*	.	0.8	.	24	0.3	1
Nc1cc(=O)nc(SCc2ccccc2)n1Cc1ccco1	0.35	-2	33	0	0.9	5	8	0.7	1
c1ccc(-n2nnnc2N2CCOCC2)cc1	-0.73	-9	34	1	1.1	11	-6	0.7	1
COCCCNC(NC(=O)c1ccc(C)cc1)C(Cl)(Cl)Cl (stereo not drawn)	-0.13	3	24	-7	1	5	5	0.8	1
CCCCC1(Cc2cccc([N+](=O)[O-])c2)C(=O)N(c2ccccc2)N(c2ccccc2)C1=O	0.01	-12	80*	5	0.2	2	80*	0.2	0.9
Cc1ccc(OCC(=O)N/N=C/c2ccncc2)cc1	2.1	10	96*	1	0.1	7	87*	0	0.8
Cc1nc(NCCN2CCOCC2)c2nnn(Cc3ccccc3Cl)c2n1	1.8	6	42	-1	0.6	10	42	0.6	1.8
O=C(NCCSc1c[nH]c2ccccc12)c1ccc(Br)o1	.	3	43	-4	0.1	0	86*	0.6	1.2
Cn1c(=O)cc(SCC(=O)NCC2COc3ccccc3O2)c2ccccc21 (stereo not drawn)	-0.06	8	21	-1	1.1	16	-9	0.8	1.7
CCN1CCN(CC(=O)c2c[nH]c3ccccc23)CC1	-0.89	-1	-4	1	1	-5	1	1	0.9
Cc1noc(NC(=O)c2ccccc2Cl)c1C#N	-0.24	-15	42	0	0.9	-16	11	0.6	0.9
Cc1cc(OCC[N+]2(C)CCCCC2)nc2ccccc12	1	3	4	2	1	-3	1	1	0.9
O=C(CCNC(=O)Cn1cnc2ccccc2c1=O)NCCC1=CCCCC1	1	-3	22	.	0.7	-10	26	0.8	1.2

Some entries already given, showing only Pyk2 oligo antag, PLAP activator and CYP2C9 inh.
canonical_smiles	Pyk2 oligo antag	PLAP activator	CYP2C9 inh
O=C(NCCSc1c[nH]c2ccccc12)c1ccc(Br)o1	.	1.2	86*
Cn1c(=O)cc(SCC(=O)NCC2COc3ccccc3O2)c2ccccc21 (stereo not drawn)	-0.06	1.7	-9

Screening data from PubChem BioAssay.
